Assay outcomes as filed in PubChem.
PHOSPHO1 inh: PHOSPHO1 (human) inhibition. Q8TCT1. hit rate 1.1% among 290,000. AID 1565. inhibition, % at 13.3 µM. recombinant PHOSPHO1, absorbance phosphatase assay; in the data active = inhibition above about 60%
GalR3 antagonist: human GalR3 antagonism; inhibition, % at 3 µM; HEK293 GalR3-CNG cAMP membrane potential fluorescence; galR3 body fused to GalR1 C-terminus; hit rate 0.44% among 360,000; O60755;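 active = inhibition above the screen-wide average plus 3 SD, cut at about 13% in these data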;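 note: forskolin and galanin both at EC90 stimulate the cells; cAMP rise reported by CNG channel membrane potential dye signal; 0% = forskolin plus galanin with DMSO and 100% = forskolin alone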
Target sequence (O60755 1-299 limits assumed): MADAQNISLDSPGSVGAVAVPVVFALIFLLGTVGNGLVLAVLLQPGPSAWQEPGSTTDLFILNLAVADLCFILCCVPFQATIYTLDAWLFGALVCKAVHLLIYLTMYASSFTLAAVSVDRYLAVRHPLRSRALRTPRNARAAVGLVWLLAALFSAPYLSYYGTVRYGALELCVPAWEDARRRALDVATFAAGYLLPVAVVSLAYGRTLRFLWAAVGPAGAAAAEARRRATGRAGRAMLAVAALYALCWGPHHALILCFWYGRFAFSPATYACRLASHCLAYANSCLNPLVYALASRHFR
OXTR agonist: agonists of human oxytocin receptor. P30559. AID 2435. CHO-OTR cells, Fluo-8 calcium fluorescence; normalized: DMSO 0%, oxytocin 100%. activation, % at 3 µM. hit rate 0.32% among 320,000;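 active = activation above the mean of all tested compounds plus 3 SD, cutoff set per screening run, cut at about 20% in these data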;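 note: peak over basal fluorescence ratio from a 100 s FLIPR kinetic read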
Target sequence (P30559 whole entry, looked up): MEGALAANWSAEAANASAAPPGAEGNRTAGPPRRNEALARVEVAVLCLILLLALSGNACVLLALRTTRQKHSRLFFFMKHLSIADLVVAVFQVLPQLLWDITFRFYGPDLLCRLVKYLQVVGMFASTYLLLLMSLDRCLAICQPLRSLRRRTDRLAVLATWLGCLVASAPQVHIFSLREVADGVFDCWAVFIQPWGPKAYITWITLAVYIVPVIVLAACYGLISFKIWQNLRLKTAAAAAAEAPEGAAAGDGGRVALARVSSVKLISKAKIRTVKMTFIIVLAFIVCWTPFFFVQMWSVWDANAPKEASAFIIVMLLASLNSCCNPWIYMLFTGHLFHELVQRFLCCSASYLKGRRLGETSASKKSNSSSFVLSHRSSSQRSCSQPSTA
V1R ag counter: counter-screen for oxytocin receptor agonists: human V1a receptor agonists; P37288; CHO-V1R cells, Fluo-8 calcium fluorescence, agonist mode; 0% DMSO, 100% 3 nM vasopressin; activation, % at 3 µM; hit rate 0.25% among 320,000; AID 2797;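 active = activation above the mean activation of all tested compounds plus 3 SD, per screening run, cut at about 20% in these data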;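 note: signal is peak over basal fluorescence ratio across a 100 second FLIPR read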
FID counter: counter-screen for HCV NS3 helicase inhibitors: DNA intercalator displacement. DNA fluorescent intercalator displacement, fluorescence. inhibition, % at 7.9 µM. hit rate 0.17% among 290,000. AID 1845; in the data active = inhibition above about 37%;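 note: 0% = vehicle and 100% = reference compound; higher means more ethidium bromide displaced from hairpin DNA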
VIM-2 inh: inhibitors of Pseudomonas aeruginosa VIM-2 metallo-beta-lactamase. purified VIM-2, nitrocefin hydrolysis, epi-absorbance fluorescence. inhibition, % at 5.6 µM. hit rate 0.89% among 290,000. AID 1527;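 active = inhibition above the mean of all tested compounds plus 3 SD, cutoff set per screening run, cut at about 7.5% in these data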;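 note: red hydrolysis product quenches plate fluorescence so inhibitors raise well fluorescence; 0% = enzyme with DMSO and 100% = DMSO without enzyme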
IMP-1 inh: inhibitors of Pseudomonas aeruginosa IMP-1 metallo-beta-lactamase; purified IMP-1, nitrocefin hydrolysis, epi-absorbance fluorescence; hit rate 0.45% among 290,000; inhibition, % at 5.6 µM; AID 1556;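 active = inhibition above the mean plus 3 SD of all compounds in the same screening run, cut at about 4.5% in these data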;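 note: 0% = IMP-1 with DMSO and 100% = DMSO wells lacking enzyme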
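system = purified recombinant IMP-1 beta-lactamase | amount = 0.2 nM IMP-1, as dispensed | medium = HEPES buffer pH 7.1 with ZnSO4 and Brij 35 | times = 25 °C, 15 min preincubation, 25 min reaction | detection = plate fluorescence quenching by hydrolysis product, ex 480/em 530 nm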
GPR7 antagonist: human neuropeptides B/W receptor 1 antagonism; P48145; GPR7-expressing cells, fluorescence antagonist assay; inhibition, % at 4.4 µM; hit rate 1.1% among 290,000; AID 1861; in the data active = inhibition above about 16%, passing the limit was not always enough;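 note: cells stimulated with the agonist NPW; 0% = agonist with vehicle and 100% = vehicle without agonist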
Target sequence (P48145 whole entry, looked up): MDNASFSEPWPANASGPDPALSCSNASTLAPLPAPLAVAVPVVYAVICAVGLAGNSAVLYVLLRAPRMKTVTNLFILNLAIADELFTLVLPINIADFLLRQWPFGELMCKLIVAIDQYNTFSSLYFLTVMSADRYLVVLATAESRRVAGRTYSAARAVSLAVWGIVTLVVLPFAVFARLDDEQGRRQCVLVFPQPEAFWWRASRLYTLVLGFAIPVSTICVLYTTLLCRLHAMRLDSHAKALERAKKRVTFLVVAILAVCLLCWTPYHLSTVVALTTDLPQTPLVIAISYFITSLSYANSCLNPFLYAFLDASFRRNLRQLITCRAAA
NS3 helicase inh: inhibitors of Hepatitis C virus NS3 helicase; NS3 helicase DNA unwinding, Cy5 molecular beacon fluorescence; inhibition, % at 10.9 µM; hit rate 0.56% among 290,000; AID 1800;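 active = inhibition above the mean of all tested compounds plus 3 SD, set per campaign, cut at about 35% in these data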;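 note: 0% = DMSO wells and 100% = thioflavine S control wells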
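System: Hepatitis C virus NS3 helicase domain fragment enzyme | Reagent: Annealed dual-labelled DNA beacon duplex, ATP-started | Compound dosing: 10.9 µM single point, 0.8% DMSO | Incubation: 1 h reaction at 25 °C, ATP-initiated | Technique: Cy5 fluorescence | Evaluation: Percent inhibition from t60/t0 fluorescence ratio | Benchmarks: Low DMSO, high thioflavine S at 110 µM | Replication: Singlicate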
* = called active by the depositor; . = no result given.

SMILES | PHOSPHO1 inh | GalR3 antagonist | OXTR agonist | V1R ag counter | FID counter | VIM-2 inh | IMP-1 inh | GPR7 antagonist | NS3 helicase inh
O=C(c1cc(S(=O)(=O)N2CCOCC2)ccc1Cl)N1CCN(c2ccccn2)CC1 | 9 | -5 | 0.8 | 0.2 | -23 | -1.9 | -3.5 | -5 | 2
O=C(Nc1nnc(Cc2ccccc2F)s1)c1ccccc1Cl | 55 | -6 | 0.5 | 0.2 | -14 | -0.5 | 0.1 | -6 | 0
CCOC(=O)C1C(=O)CC(C)(O)C(C(=O)OCC)C1c1cccs1 (stereo unspecified) | -46 | -1 | -0.3 | 0.3 | -5 | -3.1 | -2.4 | 1 | -4
COc1ccc(OC)c(CC(=O)Nc2ccc3c(c2)CCC3)c1 | 0 | -9 | -1.1 | 0.5 | -24 | -0.8 | -3.5 | 5 | -9
COC(=O)C(NNc1ccccc1)(NC(=O)c1ccccc1F)C(F)(F)F (stereo unspecified) | -63 | -7 | -2.4 | -1.2 | -2 | -3.2 | -4.1 | 1 | 6
CCCCNC(=S)NNC(=O)c1csc(C)c1CC | 1 | -3 | -0.3 | 1.2 | -5 | -4.3 | -0.8 | -8 | -5
S=C(Nc1ccc(Nc2ccccc2)cc1)Nc1ccccn1 | 13 | 4 | 3.7 | 4.2 | -4 | -4.6 | -13 | -13 | -27
COc1cc(CNCCO)ccc1OC1CCCC1 | 10 | -6 | 1.3 | 0.5 | 3 | -3.0 | 0.1 | 3 | 1
Cc1ccc(-n2nnnc2CCl)cc1 | 28 | -5 | . | . | 3 | 0.1 | 1.2 | -4 | 1
O=C(Nc1ccnc(=O)[nH]1)c1sc2ccccc2c1Cl | 25 | -8 | 0.9 | -0.1 | 2 | -0.6 | -1.8 | -2 | -15
COc1ccccc1CCNC(=O)C1(C)CC1(Cl)Cl (stereo unspecified) | 32 | -6 | 0.5 | -0.3 | -3 | 2.5 | -1.1 | -19 | -4
CCOC(=O)c1c(C)[nH]c(C(=O)N/N=C\c2ccccc2O)c1C | 3 | -1 | 9.0 | 9.5 | -8 | -1.1 | -0.2 | 20 | 21
COc1ccc(NC(=O)CC2COc3ccccc3O2)c(OC)c1 (stereo unspecified) | 18 | -4 | 1.5 | 2.4 | -14 | -2.4 | -4.3 | -4 | 8
O=C(NCc1ccco1)c1cccc(-c2nnc(-c3ccccc3)o2)c1 | 12 | -4 | -2.1 | 0.7 | -3 | 1.9 | 0.2 | -4 | 3
CN(C)c1ccc(C(O)Cc2nc3ccccc3n2C)cc1 (stereo unspecified) | 14 | -7 | 1.4 | 3.2 | -8 | -1.7 | -1.6 | -6 | 2
O=C(Nc1ncn[nH]1)c1cc([N+](=O)[O-])ccc1Cl | 18 | -9 | 0.4 | -1.1 | 1 | -2.2 | -4.5 | -11 | 11
O=C(CSc1nccn1-c1ncc(C(F)(F)F)cc1Cl)c1ccc(Br)cc1 | 37 | . | 0.3 | 0.5 | 0 | 1.0 | -1.7 | -9 | -4
O=C(OCC(=O)N1CCCC1)c1cc(F)c(F)cc1Cl | 27 | 0 | -0.6 | -0.7 | -7 | -3.0 | -2.5 | -6 | 5
Cn1cc(C(=O)N2CCc3ccccc32)cn1 | -2 | 1 | -1.1 | -1.1 | -5 | 0.4 | -5.2 | -6 | -1
N#Cc1ccc(C(=O)Nc2cccc3cccnc23)c(F)c1 | 24 | -6 | -1.0 | 0.2 | -6 | -0.6 | -0.5 | -8 | 13
Cc1ccc(S(=O)(=O)N2CCOC2CNC(=O)C(=O)NCc2cccnc2)cc1 (stereo unspecified) | -4 | . | -1.3 | 0.2 | -9 | -2.8 | -3.1 | 7 | 0
CC(C)COC(=O)C1C2C=CC3(CN(C(C)c4ccc(Br)cc4)C(=O)C13)O2 (stereo unspecified) | -2 | -3 | -1.3 | -0.5 | -25 | -3.7 | -1.1 | 4 | 10
COc1ccc(N2Cc3ccccc3C2=O)cc1 | 3 | -3 | -1.3 | -0.2 | -11 | -0.7 | -1.6 | -9 | 14
COc1cccc(-c2cc(C(=O)Nc3cccnc3)no2)c1 | -1 | -8 | -0.7 | 6.1 | -8 | -2.4 | 0.5 | 20 | 5
O=C(C1CCN(S(=O)(=O)c2cccc3cccnc23)CC1)N1CCCCC1 | 45 | 0 | 3.1 | 5.7 | -30 | -0.5 | -0.1 | -17 | 9

(further entries)
SMILES | PHOSPHO1 inh | GalR3 antagonist | OXTR agonist | V1R ag counter | FID counter | VIM-2 inh | IMP-1 inh | GPR7 antagonist | NS3 helicase inh
CN(C)S(=O)(=O)c1ccc(-c2csc(N/N=C/c3ccc(O)cc3)n2)cc1 | -93 | -3 | 5.9 | 12 | -7 | -3.4 | -4.0 | 16 | -2
CCOc1ccc(NS(=O)(=O)c2c(C)nc3sc(CC)nn3c2=O)cc1 | 25 | 0 | 3.1 | 3.4 | -29 | -1.1 | -2.4 | -5 | 12
COC(=O)c1cc2ccsc2n1CC(=O)N(C)C1CCCCC1 | -52 | -1 | -2.2 | -2.0 | -10 | -3.8 | -2.6 | -3 | -6
COc1ccc(-c2nc(NC(=O)C3CC(=O)N(c4ccc5c(c4)OCCO5)C3)sc2C)cc1 (stereo unspecified) | -11 | 3 | 3.7 | 3.2 | -34 | -2.8 | -3.1 | -1 | -6
O=C(NCCN1CCN(c2ccccc2)CC1)c1cccn2c(=O)c3cc(Cl)ccc3nc12 | -48 | -8 | -0.1 | 0.1 | 3 | 8.2* | -1.8 | -5 | -7
COc1ccccc1NS(=O)(=O)c1cc([N+](=O)[O-])ccc1N/N=C/c1c(C)[nH]c2ccccc12 | 11 | -5 | 17 | 15 | 5 | -3.3 | -0.5 | 7 | 10
CCN1CCN(C(=O)c2ccc3c(=O)n(CCc4ccccc4)c(=O)[nH]c3c2)CC1 | 39 | . | 2.2 | 1.1 | 2 | 0.7 | 0.6 | -2 | -7
O=C(O)CN1C(=O)S/C(=C\c2cccnc2)C1=O | 8 | -4 | 0.7 | 0.5 | 0 | 0.4 | 0.9 | -3 | 8
O=C(Cn1c(SCc2ccccc2)nc2ccccc21)N1CCOCC1 | 62* | -2 | -0.8 | -0.8 | -7 | -1.8 | -2.0 | -9 | -2
O=C(/C=C/c1cc[n+](CC(=O)c2ccc3cccc4c3c2CC4)cc1)c1ccc2cccc3c2c1CC3 | -98 | . | -0.7 | -1.0 | 4 | -3.4 | -3.2 | 4 | -15
c1ccc(-c2ccc(Oc3cc(N4CCOCC4)nc(-c4ccccc4)n3)cc2)cc1 | -2 | -6 | 0.9 | 0.2 | 0 | -1.4 | -3.6 | -11 | 4
CN(C)C(/C=C/Nc1ccc(C#N)cc1)=C(C#N)C#N | 21 | 3 | 1.2 | 0.5 | 0 | 2.6 | -0.3 | 3 | -6
O=C(O)CN=C(NS(=O)(=O)c1ccc(Cl)cc1)c1ccccc1 | 11 | 1 | 0.0 | 0.5 | -1 | -0.7 | -0.5 | -3 | 14
COc1cc(/C=C/C(=O)N2CCN(C(=O)/C=C/c3cc(OC)c(OC)c(OC)c3)CC2)cc(OC)c1OC | 23 | . | 0.6 | 0.6 | -25 | -0.1 | -2.7 | 0 | -5
O=C(O)c1n[nH]c2c1CCCC2 | -6 | 0 | 0.8 | 6.9 | 6 | 0.7 | -1.4 | -7 | -1
Cc1cccc(C)c1OC1(c2ccccc2)OC(=O)c2ccccc21 (stereo unspecified) | 24 | -8 | -0.9 | 0.1 | -10 | -0.9 | -1.0 | -7 | -6
CCCC(=O)NNC(=O)CC(=O)Nc1ccccc1C(=O)O | 8 | -1 | 4.3 | 0.8 | 0 | -4.2 | -4.2 | -9 | 4
C/C(=N/NC(=O)c1ccoc1C)c1ccc(NC(=O)C2CCCC2)cc1 | 6 | -3 | -0.1 | -0.2 | 0 | -4.6 | -2.3 | -5 | -10
O=C(OCc1cccnc1)C1=Cc2ccccc2OC1 | 46 | 1 | 0.5 | 1.0 | -12 | 0.7 | 0.0 | 15 | -5
CC(CNC(=O)C(C)C)NC(=O)C(C)C (stereo unspecified) | 16 | 1 | -0.4 | 0.0 | -13 | -1.2 | -3.4 | -8 | -4
COCCOC(=O)C1=C(C)NC(=O)NC1/C=C/c1ccccc1 (stereo unspecified) | 2 | -3 | -0.3 | -1.0 | -9 | -0.1 | -2.7 | 7 | 5
CC(C)CCN1C(=O)c2ccc(C(=O)NCc3ccco3)cc2C1=O | -7 | -2 | -0.7 | 0.4 | -14 | -2.6 | -4.3 | -11 | -5
CCCc1ccc2oc(C(=O)N3CCN(C4CCS(=O)(=O)C4)CC3)c(C)c2c1 (stereo unspecified) | 33 | 1 | 0.9 | 1.4 | -38 | -1.4 | -2.5 | -16 | -2
Clc1ccc(Cn2ncc3c(NCc4ccco4)ncnc32)c(Cl)c1 | -44 | -1 | -1.4 | -0.4 | -17 | -2.0 | -1.1 | 28* | -11
CN(C)CCCOC(=O)c1sc2ccccc2c1Cl | 40 | -8 | 2.8 | 1.6 | 15 | 2.0 | 2.2 | 4 | -1

Next part (two carried over from the part before).
SMILES | PHOSPHO1 inh | GalR3 antagonist | OXTR agonist | V1R ag counter | FID counter | VIM-2 inh | IMP-1 inh | GPR7 antagonist | NS3 helicase inh
Clc1ccc(Cn2ncc3c(NCc4ccco4)ncnc32)c(Cl)c1 | -44 | -1 | -1.4 | -0.4 | -17 | -2.0 | -1.1 | 28* | -11
CN(C)CCCOC(=O)c1sc2ccccc2c1Cl | 40 | -8 | 2.8 | 1.6 | 15 | 2.0 | 2.2 | 4 | -1
COc1ccccc1CNC(=O)Cn1cnnn1 | -5 | 6 | -0.1 | 0.8 | 1 | 0.3 | -2.0 | -1 | 0
Cc1ccc(NC(=O)c2ccccc2Cl)c(Cl)c1 | -2 | -3 | -2.2 | -1.4 | -2 | 0.2 | -2.4 | -9 | -5
COc1ccc(NC(=O)C2=CC(c3ccco3)=NS(=O)(=O)N2C)cc1 | -56 | -3 | 1.3 | 0.9 | -6 | -3.1 | -4.6 | -7 | -4
COc1ccc(/C(C)=N/OCC(=O)N=Nc2c(O)[nH]c3ccccc23)cc1 | 1 | -1 | 2.7 | 2.5 | -1 | -1.7 | -3.2 | -1 | 1
Cc1nnc(N2CCCC(C(=O)NCc3ccc(OC(C)C)cc3)C2)c2nn(-c3ccccc3)c(C)c12 (stereo unspecified) | 48 | -13 | -2.1 | -1.3 | 23 | 0.2 | -0.9 | 2 | -35
CN(C)S(=O)(=O)c1ccc(/C(O)=C2/C(=O)C(=O)N(Cc3cccnc3)C2c2cccs2)cc1 (stereo unspecified) | 1 | -4 | 0.8 | 1.4 | -26 | -0.2 | -2.7 | 6 | 17
COc1ccc(CNC(=O)Cc2ccc(OC)c(S(=O)(=O)N3CCOCC3)c2)cc1 | 12 | -4 | -0.4 | 0.8 | -3 | -0.9 | -2.7 | -11 | 1
CCOc1ccc2[nH]c(=S)[nH]c2c1 | 103* | 0 | -1.0 | -0.3 | -3 | -7.7 | -4.7 | 3 | 3
